Compound activity: PubChem, several laboratories
MLLE-PAM2 inh: blocks PAM2 peptide binding to the PABP1 MLLE domain; GST-MLLE / FITC-PAM2 fluorescence polarization; inhibition, % at 20 µM; actives 0.36% (n = 360,000); in the data active means inhibition above about 35%, passing the limit was not always enough;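 further: plate controls were DMSO wells with GST-MLLE for no effect and wells lacking GST-MLLE protein for full effect; some results filed as inactive read as strong as hits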
Target sequence (P11940 whole entry, looked up, the tested form may be a part): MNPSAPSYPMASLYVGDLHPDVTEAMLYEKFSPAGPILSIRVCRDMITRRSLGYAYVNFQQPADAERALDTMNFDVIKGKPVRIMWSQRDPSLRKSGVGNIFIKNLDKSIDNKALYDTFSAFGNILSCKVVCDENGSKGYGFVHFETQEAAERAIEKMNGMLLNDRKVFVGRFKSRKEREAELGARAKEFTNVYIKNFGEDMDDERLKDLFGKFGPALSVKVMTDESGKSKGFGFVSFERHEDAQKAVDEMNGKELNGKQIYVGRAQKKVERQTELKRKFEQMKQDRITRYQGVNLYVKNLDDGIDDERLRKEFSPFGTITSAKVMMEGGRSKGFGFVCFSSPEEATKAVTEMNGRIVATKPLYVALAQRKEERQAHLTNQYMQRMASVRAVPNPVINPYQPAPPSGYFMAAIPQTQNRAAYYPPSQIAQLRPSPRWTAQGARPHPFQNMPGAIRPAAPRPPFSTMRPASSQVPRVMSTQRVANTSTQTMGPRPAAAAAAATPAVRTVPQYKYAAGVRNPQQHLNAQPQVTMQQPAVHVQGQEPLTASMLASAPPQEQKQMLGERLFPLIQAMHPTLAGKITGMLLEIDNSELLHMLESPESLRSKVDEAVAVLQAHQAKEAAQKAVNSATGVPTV
MsrA act: activators of bovine methionine sulfoxide reductase A; purified bovine MsrA, absorbance read-out; activation, % at 10.6 µM; actives 0.3% (n = 360,000); in the data active means activation above about 7.5%;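 further: 0% = vehicle and 100% = reference activator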
CendR NRP1 mod: modulators of CendR peptide binding to human neuropilin-1 | actives 0.85% (n = 360,000) | inhibition, % at 25 µM | FAM-RPARPAR peptide binding to NRP-1, fluorescence polarization;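 active means inhibition or corrected inhibition above about 18%, plus a signal ratio from 0.5 to 1.5, limit read from the data, passing the limit was not always enough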; further: strong numbers were not always called active
Neddyl block: inhibitors of human cullin neddylation; TR-FRET cullin neddylation, biochemical; calls only at 25 µM; actives 0.58% (n = 360,000); AID 651699; in the data active means inhibition above about 36%
MT1-MMP act inh: inhibitors of human MT1-MMP activation; actives 0.061% (n = 360,000); P50281; GFP/RFP ratio change, % at 20 µM; HT1080 RFP-PRO-GFP cells, GFP/RFP ratio fluorescence, overnight; percent of plate control window, DMSO zero; AID 651647;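 active means GFP/RFP ratio change of at least 30% with cell ATP level not reduced by more than half and red fluorescence within 50% of control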; further: strong numbers were not always called active
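Assay system: HT1080 RFP-PRO-GFP cells | Dosing: 20 µM single dose, 1% DMSO | Incubation: Cells overnight before dosing, compound overnight, 37 °C, 5% CO2 | Evaluation: GFP/RFP fluorescence ratio | Control set: DMSO-only wells and HT1080 RFP-L50D-GFP cell wells as references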
Rin1 Abl inh: human Rin1-Abl interaction inhibition. P00519+Q13671. TR-FRET Rin1/Abl binding, biochemical. inhibition, % at 7.35 µM. actives 0.4% (n = 360,000); in the data active means inhibition above about 5%, passing the limit was not always enough
FAS-TE inh: blocks the thioesterase domain of human fatty acid synthase. P49327. recombinant FAS-TE, OMFH fluorogenic substrate, fluorescence endpoint. inhibition, % at 15 µM. actives 0.67% (n = 360,000). AID 602261;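 active means compounds whose normalised, plate-corrected inhibition of enzyme fluorescence in the single-dose primary screen is 50% or more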;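 further: 0% = DMSO with enzyme and 100% = substrate without enzyme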
eLon inh: E. coli protease La inhibition | P0A9M0 | purified E. coli Lon protease, fluorescence polarization | inhibition, % at 7.94 µM | actives 0.42% (n = 360,000) | AID 602123; in the data active means inhibition above about 13%, passing the limit was not always enough;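 further: 0% = enzyme with probe and DMSO and 100% = no enzyme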
SKN-1 inh: inhibitors of C. elegans SKN-1 | C. elegans VP596 Pgst-4::GFP/RFP ratio, acrylamide-induced, 24 h | inhibition, % at 21.8 µM | actives 0.49% (n = 360,000) | AID 624304;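 active means interference check ratio from 0.5 to 1.5 plus GFP to RFP signal ratio inhibition reaching or exceeding a fixed threshold, cut at about 30% in these data, passing the limit was not always enough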; further: some compounds called inactive have numbers as strong as hits
Numbers without * were called inactive; i = inactive; / = not tested or not shown; + = active, no number.

SMILES | MLLE-PAM2 inh | MsrA act | CendR NRP1 mod | Neddyl block | MT1-MMP act inh | Rin1 Abl inh | FAS-TE inh | eLon inh | SKN-1 inh
Cc1nnc(Nc2ccc(Cl)c(C(F)(F)F)c2)[nH]c1=O | -12 | -2 | 7 | i | -1 | -1 | -17 | 0 | 6
COCCN(C(=O)Cc1ccc(OC)c(OC)c1)c1nc(-c2cc(OC)ccc2OC)cs1 | 12 | -2 | 0 | i | -3 | 0 | 30 | -2 | 1
N#Cc1cnc(Sc2ccccc2)nc1 | 19 | -2 | 2 | i | -1 | -2 | -2 | 4 | -12
CC1COc2ccccc2N1C(=O)c1ccccc1Cl (configuration not stated) | 9 | -8 | 12 | i | 1 | -3 | 2 | -3 | -6
O=C1Nc2ccccc2-n2nnnc2C1N1CCN(C(=O)c2ccco2)CC1 (configuration not stated) | / | / | 5 | i | -2 | / | / | / | -8
CC(NC(=O)Cn1cnnn1)C12CC3CC(CC(C3)C1)C2 (configuration not stated) | -22 | 1 | -1 | i | -3 | 3 | -1 | -1 | 9
O=C(O)/C=C\C(=O)Nc1ccccc1C(=O)N1CCC(O)(c2ccc(Cl)cc2)CC1 | 3 | -10 | -2 | i | -1 | 2 | -6 | 17 | -8
COc1ccc2c(COC(=O)CNS(=O)(=O)c3ccccc3)cc(=O)oc2c1 | -11 | 0 | 0 | / | 2 | -1 | 4 | -17 | -2
Cc1cccc(C)c1-n1c(C)cc(/C=C2\NC(=O)NC2=O)c1C | -4 | -2 | -7 | i | -7 | -8 | 1 | -9 | 33
CCN(C(=O)COC(=O)c1c(C)nn(-c2ccccc2)c1C)C1CCS(=O)(=O)C1 (configuration not stated) | -8 | -1 | 7 | i | -2 | 2 | -2 | -9 | -3
COc1ccc(C(=O)NNC(=O)CN(C)S(=O)(=O)c2ccc(Cl)cc2)c(OC)c1OC | 3 | 2 | -5 | i | 3 | 0 | -6 | -2 | 0
O=C(NC1CCC1)C1CCC(=O)N(Cc2ccc(Cl)cc2)C1 (configuration not stated) | -6 | 0 | 0 | i | 1 | 0 | -4 | 2 | -8
CCCc1ccc2oc(C(=O)NCCc3cnn(C)c3)c(C)c2c1 | -14 | -8 | 0 | i | 4 | 0 | 5 | 19* | 0
O=C(c1cc([N+](=O)[O-])ccc1N1CCCCC1)N1CCc2ccccc21 | 12 | -2 | 0 | i | -1 | -1 | 29 | 2 | 3
Cn1c2ccccc2c2cc(/C=C(\NC(=O)c3ccccc3)C(=O)O)ccc21 | 5 | -7 | -16 | i | 5 | -1 | -6 | -10 | -5
CCCCCCNC(=O)Nc1ccccc1 | 4 | -11 | 5 | i | 1 | 1 | 2 | -5 | 9
CCOC(=O)CNS(=O)(=O)c1ccc(S(=O)(=O)N2CCCC2)cc1 | 2 | -1 | 15 | i | 1 | 3 | -5 | -5 | 1
COc1cc(CNCCNCC(C)O)ccc1OCc1ccc(Cl)nc1 (configuration not stated) | 13 | -2 | -9 | i | -3 | 1 | -5 | -1 | -3
O=C(CCSc1ccccc1)NCC1CCCO1 (configuration not stated) | -2 | -7 | 6 | i | -3 | 1 | -10 | -6 | 18
COc1cc(-c2nnc(SCC3(c4ccccc4)OCCO3)o2)cc(OC)c1OC | -12 | 0 | -1 | i | -2 | 2 | 11 | 4 | -4

Whole records, quoted from the list:
Listed for `COc1cc(CNCCNCC(C)O)ccc1OCc1ccc(Cl)nc1` (configuration not stated) = MLLE-PAM2 inh: 13; MsrA act: -2; CendR NRP1 mod: -9; Neddyl block: i; MT1-MMP act inh: -3; Rin1 Abl inh: 1; FAS-TE inh: -5; eLon inh: -1; SKN-1 inh: -3
Listed for `COCCN(C(=O)Cc1ccc(OC)c(OC)c1)c1nc(-c2cc(OC)ccc2OC)cs1` = MLLE-PAM2 inh: 12; MsrA act: -2; CendR NRP1 mod: 0; Neddyl block: i; MT1-MMP act inh: -3; Rin1 Abl inh: 0; FAS-TE inh: 30; eLon inh: -2; SKN-1 inh: 1
Listed for `CC(NC(=O)Cn1cnnn1)C12CC3CC(CC(C3)C1)C2` (configuration not stated) = MLLE-PAM2 inh: -22; MsrA act: 1; CendR NRP1 mod: -1; Neddyl block: i; MT1-MMP act inh: -3; Rin1 Abl inh: 3; FAS-TE inh: -1; eLon inh: -1; SKN-1 inh: 9

Other records
SMILES | MLLE-PAM2 inh | MsrA act | CendR NRP1 mod | Neddyl block | MT1-MMP act inh | Rin1 Abl inh | FAS-TE inh | eLon inh | SKN-1 inh
COc1ccc(-c2cc(C(=O)NC3CCCCC3)no2)cc1OC | 2 | -6 | 3 | i | 2 | 1 | -8 | 3 | -11
Cc1cc(=O)oc2cc(OCC(=O)Nc3ccc(CN4CCOCC4)cc3)ccc12 | 0 | -2 | 6 | i | 0 | -1 | -5 | -16 | 24
Cc1ccc(N(CC(=O)Nc2ccccc2C(=O)N2CCOCC2)S(C)(=O)=O)cc1 | 5 | -5 | 3 | i | 1 | 0 | -5 | 0 | 3
CCCCc1c(C)nc2c(OC)cccc2c1SCCC(=O)O | -12 | -7 | 0 | i | 1 | -2 | -7 | -6 | 5
CC(C)N1CCN(Cc2coc3ccccc3c2=O)CC1CCO (configuration not stated) | -2 | -5 | -6 | i | -5 | 1 | -8 | 9 | -1
FC(F)(F)c1cccc(-c2cc(C3CCNCC3)[nH]n2)c1 | 18 | 0 | 2 | i | -1 | 6 | -4 | 2 | -4
NC(=O)CC(NC(=O)Cc1cccc2ccccc12)c1ccc(NCCN2CCCCC2)c([N+](=O)[O-])c1 (configuration not stated) | 10 | -3 | 6 | i | 5 | -3 | -11 | 5 | 10
CN(C)/C=C1\NC(=S)N(c2ccccc2)C1=O | 28 | -5 | 25* | i | -3 | -2 | -6 | -4 | 0
C=CCn1c(CCC(=O)O)ccc1-c1ccccc1 | 13 | -10 | -8 | i | 2 | -2 | -10 | -12 | 7
COc1ccc(-c2nc(-n3c(C)c(C(C)=O)c(C(C)=O)c3C)sc2C)cc1OC | -14 | -2 | 10 | i | 3 | 2 | -1 | -5 | -26
Cc1cc(NC(=O)CCC(=O)N(C2CC2)C2(C(=O)NC3CCCC3)CCC(C)CC2)no1 (configuration not stated) | -2 | -13 | -1 | i | -3 | 1 | -4 | -3 | -11
Cc1cccc(C)c1-c1ccc(CN2C(CC(C)C)C(=O)N(Cc3cn(CCO)nn3)CCS2(=O)=O)cc1 (configuration not stated) | 1 | -2 | 1 | i | 6 | 0 | 29 | -1 | -9
CC(C)c1ccc(C(C(=O)NC2CCCC2)N(C(=O)c2csnn2)C2CC2)cc1 (configuration not stated) | 8 | -3 | 14 | i | 0 | 1 | 10 | -2 | 0
COc1ccc(C(=O)NCc2cn3ccsc3n2)cc1OC | 0 | 0 | 1 | i | 2 | -2 | -4 | -17 | 1
CCOc1ccc(NC(=O)CSc2nnc(CNC(=O)c3ccco3)o2)cc1 | -13 | -3 | 4 | i | 1 | 0 | -5 | -6 | 10
O=C(Cc1ccc(NC(=O)C2CCN(C(=O)C3CCCCC3)CC2)cc1)Nc1ccc(C(=O)N2CCOCC2)cc1 | 16 | -2 | 0 | i | -1 | 39* | -8 | -7 | 3
Cn1c(=O)c2cc(NC(=O)NCc3ccc(Cl)cc3Cl)ccc2n1Cc1ccccc1 | -14 | -3 | -2 | i | 7 | -1 | 2 | -7 | 9
CC1(C)CC(=O)c2cnc(N)nc2C1 | -7 | 1 | 2 | i | 3 | 1 | -2 | -2 | -1
O=C1C2C3C=CC(C3)C2C(=O)N1/N=C/c1ccc(-c2ccccc2[N+](=O)[O-])o1 (configuration not stated) | 7 | -8 | -4 | i | 7 | -3 | -7 | 30 | 15
N=C1C(c2nc3ccccc3s2)=C(O)CN1NC(=O)c1ccccc1[N+](=O)[O-] | -3 | -8 | -7 | i | -1 | 1 | 0 | -8 | -4
Cc1nn(CC(=O)NNC(=O)c2ccccc2F)c([N+](=O)[O-])c1Br | 1 | 0 | 4 | i | 8 | -2 | 4 | -11 | 13
COc1ccc(C(=O)Oc2cc(/C=N/NS(=O)(=O)c3ccc(C)cc3)ccc2OC)cc1 | -12 | -5 | -16 | i | -2 | 2 | 24 | -7 | 8
COc1ccc(OC)c(/C=C2\S/C(=N/NC(=O)c3ccc4ccccc4c3)NC2=O)c1 | -40 | -1 | -141 | + | -13 | -1 | 28 | 6 | 12
O=C(NCC1COc2ccccc2O1)C1CCCN(S(=O)(=O)c2cccc3nsnc23)C1 (configuration not stated) | -3 | -2 | 4 | i | -8 | -2 | 2 | -3 | 7
COc1cccc(N/C=C/c2onc(C)c2[N+](=O)[O-])c1 | -16 | -1 | -8 | i | -1 | -4 | -9 | -11 | 0
COc1cc(C(c2nnnn2C(C)(C)C)N2CCN(C)CC2)cc(OC)c1OC (configuration not stated) | 13 | -2 | 2 | i | 1 | 3 | -2 | -8 | 3
CCCc1cc(C(=O)Nc2ccccc2SC)no1 | 0 | -1 | 6 | i | -1 | 0 | 11 | 2 | -3
Cc1[nH]c2ccccc2c1/C=N/NC(=S)NCc1ccccc1 | -41 | -3 | -36 | i | -2 | 1 | 12 | -4 | 18
CCCC[N+](CC#CCO)(CC#Cc1ccccc1)CCCC | -8 | 1 | 5 | i | -1 | -2 | -4 | 2 | -3
Cc1c(CNC(=O)C2CCC(=O)N(CCc3ccccc3)C2)cnn1C (configuration not stated) | -4 | -9 | 4 | i | -2 | 0 | -9 | 11 | 2
CN/C(=C/[N+](=O)[O-])NCCSCc1ccc(CN(C)C)o1 | 20 | -6 | -8 | i | -1 | 2 | -4 | 0 | 10
CCCCC[C@H](O)/C=C/[C@@H]1[C@@H](C/C=C\CCCC(=O)OC)[C@@H](O)C[C@H]1O | -4 | -3 | -33 | i | -1 | 5 | 3 | 7 | 12
Nc1ccc2c(c1)sc1ccccc12 | 11 | 0 | 14 | i | 2 | -4 | 2 | 1 | 54*
N#Cc1cccc(CN2CCCN(Cc3ccc(F)cc3)S2(=O)=O)c1 | 8 | -1 | 8 | i | 0 | 1 | 16 | -1 | 13
CCSCCOC(=O)C1=C(C)NC(=O)NC1c1cccc(OC)c1OC (configuration not stated) | 8 | -2 | -8 | i | 3 | -3 | -5 | 0 | -3
CC(C)Cc1nnc(NC(=O)Cc2ccccc2[N+](=O)[O-])s1 | 14 | -4 | -6 | i | 4 | -2 | -8 | -6 | -2
O=C(CSc1nnc(CNc2ccc(F)cc2)n1Cc1ccccc1)NCc1ccco1 | -42 | 1 | 10 | i | 2 | 0 | 3 | 1 | 8
O=C(CCCN1C(=O)/C(=C\c2cccs2)SC1=S)Nc1ccc(O)cc1 | 11 | 1 | -16 | i | 4 | -2 | 4 | -2 | 30
Cc1ccc2c(c1)OC(=O)CC2c1ccccc1 (configuration not stated) | -2 | -4 | 13 | i | -2 | -1 | 3 | -15 | -5
CCCCCCn1c(N(CC)CC)nc2c1c(=O)[nH]c(=O)n2C | 5 | 2 | 12 | i | 4 | -2 | 0 | -4 | -2
O=C(Cn1cncn1)c1ccccc1 | 7 | -7 | -8 | i | 9 | -1 | -8 | -15 | 0
Cc1[nH]c(=O)[nH]c(=O)c1S(=O)(=O)N1CCCC(C(=O)NCCc2ccc(Cl)cc2)C1 (configuration not stated) | -2 | -6 | 16 | i | 1 | 1 | 4 | -5 | -8
O=C1/C(=C/c2ccccc2)CCc2ccc(Cl)nc21 | 8 | -4 | -9 | i | 2 | 2 | -1 | -1 | 17
CC(C)(C(=O)N1CCC1(C)C(=O)NS(=O)(=O)c1cccc(F)c1)c1ccccc1 (configuration not stated) | -9 | -2 | -19 | i | -4 | -3 | -3 | -7 | -4
COc1cccc(Nc2nnc(SCC(=O)Nc3sccc3C(N)=O)s2)c1 | -81 | -6 | -24 | i | -5 | 0 | 5 | -7 | -7
